Compound activity as filed in PubChem.
TSG101-PTAP inh: blocks PTAP/TSG101 interaction to inhibit HIV-1 budding; Q99816; Fluorescence polarization, FITC-PTAP peptide / Tsg101 binding; Potency, µM (doses to about 115 µM), inactives show top-dose activity change, negative = inhibition, actives largely listed as inhibitors; 340,000 tested, under 10 active; AID 493005; active = well fitted inhibition curve with a large enough effect in the main read-out, with a control signal flat, not every such curve was filed as active; inconclusive = small, poorly fitted or top-dose-only effect, or effect the other way, or a change in a side signal; inactive = no such curve, though single readings can be large or run the other way; also: potency is read from the fitted curve at half-maximal effect; % of control where 0% means no effect
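FP read-out: FITC-PTAP peptide, 50 nM final, binding Tsg101 binding domain, 10 uM final; 20 min, r.t.; 10 mM HEPES pH 7.5, 0.15 M NaCl, 0.01% Tween 20, 3 mM EDTA, 0.1 mM TCEP.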
TRPV1 ag: agonists of human vanilloid receptor 1 (TRPV1) | Q8NER1 | TRPV1-expressing cells, Fluo-8 calcium influx, agonist mode | activation, % at 8.33 µM | 320,000 tested, 0.19% active | AID 540275; in the data active = activation above about 80%; inconclusive = between about 30% and that limit; also: 0% is about no effect
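Fluo-8 calcium influx in TRPV1-expressing cells, kinetic read (ex 480/em 520 nm). Compound added and read 3 min for agonist activity, followed by capsaicin at EC20 final and 2 min further read for enhancement.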
TCR activator: activators of T cell receptors. AID 504894. 330,000 tested, under 10 active. primary human leukocytes, anti-CD3, IL-2 HTRF, 48 h. Potency, µM (highest dose often 9.22 µM), without a hit: at the top dose activation of IL-2 secretion, most hits filed as activators; also: % of control where 0% means no effect
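1) Mix primary human leukocytes, a-CD3 beads and compound. 2) Incubate 48 hr. 3) Add HTRF IL-2 reagents (a-IL-2-K, a-IL-2-d2).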
AT treatment: potential ataxia-telangiectasia treatments restoring KAP-1 phosphorylation; Potency, µM (series often up to 57.5 µM), without a hit: top-dose activation, actives largely listed as activators; 320,000 tested, 0.19% active; AID 485349; […] A-T fibroblasts, KAP-1 phosphorylation AlphaLISA; neocarzinostatin DNA damage 30 min before lysis; also: potency is read from the fitted curve at half-maximal effect; % of control where 0% means no effect; nearly all actives have a fitted effect of over 45% in size
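ATM-like activity read as KAP-1 phosphorylation via AlphaLISA donor/acceptor antibody pairs after lysis and 6 hr at 25C. Cells were ATM-null patient fibroblasts ([…], hTERT), dosed 60 min, then exposed to the DSB inducer NCS for 30 min.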
ELG1 DNA repair: ELG1-dependent DNA repair inhibition. HEK293T ELG1-luciferase reporter, luminescence, 16 h; DNA damage induced by 5-fluorouridine. Potency, µM (doses to about 46.1 µM), inactives show at the highest dose activity change, negative = inhibition, usual class: inhibitors. 330,000 tested, 2.3% active; also: potency is read from the fitted curve at half-maximal effect; % is scaled to controls: 0 for no effect and ±100 for the full control effect; nearly all actives have a fitted effect of over 55% in size
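Quantitative HTS, concentration-response format. 2,000 cells/well co-treated with 5-fluorouridine and compound, 16 hr in 5% CO2 at 37 °C; ONE-Glo luminescence read after 30 min.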
CXXC DNA block: inhibitors of human MLL CXXC domain-DNA interaction; Potency, µM (doses to about 115 µM), without a hit: at the top dose activity change, negative = inhibition, actives largely listed as inhibitors; 290,000 tested, 0.037% active; MLL-CXXC / FITC-HOXA9 DNA fluorescence polarization; active = well fitted inhibition curve with a large enough effect in the polarisation, with a control signal flat, not every such curve was filed as active; inconclusive = small, poorly fitted or top-dose-only effect, or effect the other way, or a change in a side signal; inactive = no such curve, though single readings can be large or run the other way; the % refers to the polarisation; also: potency is read from the fitted curve at half-maximal effect
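Steps: dispense CXXC domain solution (7 uM) → pin compounds or unlabeled HOX-A9 DNA control → 5 min ambient → add FLSN-HOX-A9 solution (50 nM) → spin → 30 min ambient → fluorescence polarization. Tris pH 7.5/NaCl/DTT/BSA buffer.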
B2AR arrestin: agonists driving beta-arrestin recruitment to human beta2-adrenergic receptor; Potency, µM (top dose mostly 46.1 µM), for inactives: at the top dose activation, hits mostly activators; AID 492947; P07550; beta-arrestin recruitment to beta2AR, cell-based reporter; 330,000 tested, 0.02% active;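 also: potency is read from the fitted curve at half-maximal effect; 0% = DMSO controls and full agonism = EC100 isoproterenol or metaproterenol; nearly all actives have a fitted effect of over 65% in size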
a7 integrin act: integrin-mediated muscular dystrophy alleviation activation | Potency, µM (series often up to 38.3 µM), for the others: at the highest dose activation, most hits filed as activators | alpha7betagal myoblasts, beta-gal FDG fluorescence, 48 h | 350,000 tested, 0.064% active;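 also: potency is read from the fitted curve at half-maximal effect; 100% = response of the positive control SU9516; nearly all actives have a fitted effect of over 60% in size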
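Alpha7betagal+/- myoblasts (passage 13) were plated 16-24 hr, then exposed to compounds (1:260 dilution of DMSO stock) for 48 hours at 37C. After MPER lysis, β-galactosidase reporter activity was read as FDG fluorescence (ex 480/em 540) after 30 minutes.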
p53 reactivator: mutant p53 re-activation in reporter cells; H1299 p53-A138V BP100-luciferase reporter, luminescence, 24 h; Potency, µM (highest dose often 92.2 µM), inactives show top-dose activity change, positive = activation, most hits filed as activators; 320,000 tested, 0.063% active; AID 504706; also: potency is read from the fitted curve at half-maximal effect; % of control where 0% means no effect; nearly all actives have a fitted effect of over 45% in size
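H1299 (p53-null), stable ts p53-A138V + BP100-Luc; 1000 cells/well, Opti-MEM/10% FBS; cpd 4 pt, 1:5; 24 h, 37 deg C, 5% CO2; detection reagent 10 min RT; luminescence.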
BRCA1 expr act: increases BRCA1 expression. MCF7-BRCA1-FFLuc reporter, luminescence, 48 h; response scale: scaled: vehicle 0%, 10 µM genistein 100%. Potency, µM (highest dose often 46.1 µM), for inactives: at the highest dose activation, actives largely listed as activators. 380,000 tested, 1.1% active. AID 624202; also: potency is read from the fitted curve at half-maximal effect; nearly all actives have a fitted effect of over 80% in size; some results filed as inactive show a strong effect at the top dose
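Activators of BRCA1 expression were detected as increased firefly luciferase luminescence in engineered MCF7 cells after 48 h compound incubation. Signals were scaled to genistein 10 microM as full activation.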
* hit, by the source's call; ? = inconclusive; . = not tested or not shown; & = joins results of further samples; [ ] = another dose, or the depositor's remark. Unless noted, calls follow the shape of the dose curve; as a rule, active = well fitted curve in the direction sought with a large enough effect; inconclusive = small, poorly fitted or top-dose-only effect, or another doubt; inactive = no such curve, though single readings can be large; an effect the other way counts as inactive or inconclusive.

entry | canonical_smiles | TSG101-PTAP inh | TRPV1 ag | TCR activator | AT treatment | ELG1 DNA repair
1 | Cn1cc(/C=C/C(=O)N2CCCC(C(=O)c3cccc4ccccc34)C2)cn1 (centres undefined) | -1% | 6 | -10% | 3% | -3%
2 | COc1cccc(NC(=O)CC2C(=O)NC3CCCCC3N2C(=O)c2ccc(F)cc2)c1 (centres undefined) | -6% | -4 | 4% | 2% | -21%
3 | O=C(c1ccc([N+](=O)[O-])cc1)N1CCSC1c1ccccc1 (centres undefined) | -1% | 1 | -3%[46.1 µM] | -1% | 6%
4 | Cc1nn(-c2ccc(N3CCOCC3)nn2)c(C)c1CCC(=O)NCc1ccccc1 | -2% | 0 | -6% | -1% | 27%
5 | CCOCc1cn(CC(=O)c2ccc([N+](=O)[O-])cc2)c(C)nc1=N | -4% | -4 | 1% | 1% | -19%
6 | O=[N+]([O-])c1cccc(S(=O)(=O)NCCc2cn3ccccc3n2)c1 | -7% | -16 | 4% | ? | 3%
7 | Cc1cccc(C(=O)NC2CCCCCCC2)c1 | -2% | ? | -1% | 9% | ?
8 | COc1ccc(S(=O)(=O)Nc2ccc(-c3ccc(N4CCCC4)nn3)cc2)cc1C | 0% | 2 | . | 2% | 0%
9 | CSc1ccc(-c2nc(CN3CCCCC3c3cccnc3)c(C)o2)cc1 (centres undefined) | 1% | 9 | 2% | -13% | ?
10 | Cc1ccc(S(=O)(=O)Nc2c(O)c3ccccc3oc2=O)cc1C | -8% | 2 | 2% | -4% | -5%
11 | COc1cccc(CNC(=O)COC(=O)c2nc(Cl)c(Cl)c(Cl)c2Cl)c1 | -2% | ? | 7% | -10% | -29%
12 | O=C(Nc1ccccc1)Nc1cccc(NC(=O)Nc2ccccc2)c1F | -3% | 1 | 0% | 0% | ?

entry | CXXC DNA block | B2AR arrestin | a7 integrin act | p53 reactivator | BRCA1 expr act
1 | 23% | 0.0% | -9% | 2% | -1%
2 | -8% | 0.0% | 1% | -9% | 2%
3 | 1% | -0.5% | 8% | -4% | -7%
4 | -2% | -0.1% | -23% | 10% | 20%&13%
5 | 0% | 0.0% | -54%[inhibitor] | 6% | 31%
6 | -7% | 0.2% | 5% | 4% | 2%
7 | 3% | -0.8% | ? | ? | ?
8 | . | 0.3% | -4% | 3% | 15%
9 | 4% | -0.2% | -25% | -2% | -30%
10 | -13% | 0.0% | -11% | 4% | -32%
11 | . | -0.7% | -52% | 26% | -62%
12 | 0% | 0.1% | 7% | 8% | 41%

Results in B2AR arrestin and TSG101-PTAP inh, for some of the entries so far:
| item | SMILES | B2AR arrestin | TSG101-PTAP inh |
| --- | --- | --- | --- |
| 2 | COc1cccc(NC(=O)CC2C(=O)NC3CCCCC3N2C(=O)c2ccc(F)cc2)c1 (centres undefined) | 0.0% | -6% |
| 4 | Cc1nn(-c2ccc(N3CCOCC3)nn2)c(C)c1CCC(=O)NCc1ccccc1 | -0.1% | -2% |

The main list resumes; the two compounds before the break are reprinted first.
entry | canonical_smiles | TSG101-PTAP inh | TRPV1 ag | TCR activator | AT treatment | ELG1 DNA repair
11 | COc1cccc(CNC(=O)COC(=O)c2nc(Cl)c(Cl)c(Cl)c2Cl)c1 | -2% | ? | 7% | -10% | -29%
12 | O=C(Nc1ccccc1)Nc1cccc(NC(=O)Nc2ccccc2)c1F | -3% | 1 | 0% | 0% | ?
13 | CCc1ccc(-c2cc(C(=O)N/N=C/c3ccccn3)[nH]n2)cc1 | -3% | -1 | -6% | -2% | 19%
14 | Nc1nc(-c2cccnc2)nn1S(=O)(=O)c1ccccc1 | -2% | . | -2% | . | .
15 | O=C(COc1ccc(-n2cnnn2)cc1)Nc1ccc(F)cc1 | -3% | . | 4% | -3% | 10%
16 | O=[N+]([O-])c1ccc(N2CCN(c3ccccc3F)CC2)nc1 | 0% | 4 | -14% | 31% | 2%
17 | CCOc1ccc(/C=N/NC(=O)c2ccccc2O)cc1CN1CC2CC(C1)c1cccc(=O)n1C2 (centres undefined) | 0% | -1 | 3% | -13% | 11%
18 | O=Cc1ccc(OCc2cn(CC(=O)c3ccc(O)cc3)nn2)cc1 | -10% | . | 0% | . | .
19 | C=CCNc1nc(NCCN2CCOCC2)nc(N2CCOCC2)n1 | -8% | 0 | 5% | -4% | -8%
20 | Cc1cc(Br)ccc1NC(=O)CSc1nnc(CN2CCOCC2)n1C | -3% | -4 | -3% | -3% | -12%
21 | CN(C)c1ccc(C2CC(c3cccc(NS(C)(=O)=O)c3)=NN2C(=O)c2ccccc2)cc1 (centres undefined) | 2% | 1 | 3% | 5% | ?
22 | O=C(CNC(=O)c1ccccc1F)NC1CC1 | 1% | 0 | -5%[46.1 µM] | 11% | 5%
23 | COC(=O)CSc1nc2cc(C)cc(C)c2cc1C#N | -4% | 13 | -2% | -4% | ?
24 | CCOc1ccc(C2CC(c3ccccc3C)n3nc(N)nc3N2)cc1 (centres undefined) | -2% | -3 | 9% | 19% | -17%

entry | CXXC DNA block | B2AR arrestin | a7 integrin act | p53 reactivator | BRCA1 expr act
11 | . | -0.7% | -52% | 26% | -62%
12 | 0% | 0.1% | 7% | 8% | 41%
13 | 1% | -0.2% | 9% | 11% | -1%
14 | . | . | 7% | . | -6%
15 | . | -0.1% | 0% | 0% | -17%
16 | 8% | 0.1% | 5.6µM* | 1% | 5%
17 | . | 0.4% | . | -5% | -29%
18 | . | . | 16% | . | 12%
19 | -4% | 0.1% | -9% | -4% | -31%
20 | 7% | -0.1% | 14% | -2% | 2%
21 | -7% | -0.2% | -23% | -3% | -27%
22 | -8% | 7.2% | -13%[7.66 µM] | 2% | 17%
23 | 2% | -0.2% | -21% | 14% | 57%
24 | 3% | -0.1% | 6% | 0% | -1%

entry | canonical_smiles | TSG101-PTAP inh | TRPV1 ag | TCR activator | AT treatment | ELG1 DNA repair
25 | CCOC(=O)NC1CCc2cc(OC)c(OC)c(OC)c2-c2ccc(OC)c(=O)cc21 (centres undefined) | -7% | . | 8% | . | .
26 | COc1cc(C)nc(N2CCCC(C(=O)Nc3cccc(Cl)c3C)C2)n1 (centres undefined) | -5% | 1 | -1% | 12% | 11%
27 | O=C(COc1ccccc1)N1CCN=C1SCc1ccccc1F | -3% | 12 | 1% | -3% | 1%
28 | COCCN(CCOC)S(=O)(=O)c1ccc(C(=O)Nc2ccncc2)cc1 | -2% | 8 | 1% | -4% | -10%
29 | Cn1c(-c2sccc2OCc2ccccc2)n[nH]c1=S | -4% | 2 | 5% | 4% | 11%
30 | COc1ccc(CCc2nc(-c3ccc(-n4cccc4)cc3)no2)cc1 | 3% | . | -7% | 13% | ?
31 | COC(=O)c1ccccc1NC(=O)CN1CCN(Cc2ccccc2)CC1 | -4% | 21 | 1% | -6% | -7%
32 | COc1ccc(C2Nc3ccccc3C(=O)N2Cc2ccccc2)cc1 (centres undefined) | 0% | 2 | 0% | 0% | 4%
33 | COc1cc(OC)cc(C(=O)OCC(=O)NC(c2ccccc2)c2ccccc2)c1 | -9% | 4 | -3% | 11% | ?
34 | COc1ccc(-n2nc(C(=O)NCC(=O)N3CCN(C)CC3)c3ccccc3c2=O)cc1 | -7% | 1 | -2% | 3% | -2%
35 | Cc1ccc([N+](=O)[O-])c(OCCCNCC(C)O)c1 (centres undefined) | 1% | 0 | . | 0% | -2%
36 | Cc1cc(C)c2c(=O)n(CC(=O)NCCCN3CCN(c4ccccc4F)CC3)sc2n1 | -2% | 1 | 11% | -8% | ?
37 | CC(Sc1nc(-c2ccc(F)cc2)cs1)C(=O)Nc1ccc(Cl)cn1 (centres undefined) | -2% | 8 | 0%[46.1 µM] | 1% | 5%
38 | COc1cccc(C(=O)C2CCCN(C(=O)c3ccccn3)C2)c1 (centres undefined) | -3% | -1 | -3% | 1% | ?
39 | O=C(CCc1nc(-c2cccs2)no1)NCc1ccc(F)cc1Cl | -2% | 12 | 5% | 12% | 13%

entry | CXXC DNA block | B2AR arrestin | a7 integrin act | p53 reactivator | BRCA1 expr act
25 | . | . | 5% | . | ?
26 | -2% | -0.4% | -6% | -16% | -6%
27 | 2% | 0.2% | 15% | 5% | -17%
28 | -6% | 0.2% | ? | -7% | -6%
29 | -4% | 0.1% | 15% | 9% | -33%
30 | -2% | -0.4% | 4% | 3% | 2%
31 | 19% | -0.3% | 19% | -2% | -20%
32 | 15% | -0.8% | -16% | . | -3%
33 | . | 0.3% | -1% | 11% | 4%
34 | 7% | -0.4% | 7% | 5% | 1%
35 | 2% | -1.1% | -15% | 11% | -4%
36 | 21% | -0.3% | -72%[inhibitor] | -14% | -68%
37 | -3% | -0.9% | -6% | 6% | -15%
38 | 9% | -0.8% | 16% | 13% | -1%
39 | -2% | -0.2% | 15% | -2% | 4%

An unsorted share of the library; any-hit rate near 3.8%.
